Bioassay records as filed in PubChem.
eIF4E-4G inh: eIF4E–eIF4G protein interaction inhibitors, primary screen, biochemical, uHTS, TR-FRET, eIF4GI fragment. Eukaryotic translation initiation factor 4E (Mus musculus) + Eukaryotic translation …. TR-FRET eIF4E-eIF4GI(517-606) binding, 2 h. inhibition, % at 21.7 µM. 0.37% of 220,000 active. AID 782, 2007;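 active = inhibition above about 30%, limit read from the data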;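 note: 0% = full FRET control wells and 100% = background wells lacking eIF4GI fragment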
EBV gp42 inh: Epstein-Barr virus gp42 inhibitors, primary screen, biochemical, uHTS, fluorescence polarization. Glycoprotein 42 (Epstein-Barr virus (strain AG876)), Q1HVG2. Fluorescence polarization binding assay, mP read-out. 0.42% of 220,000 active. inhibition, % (tested at 21.74 µM); in the data active = inhibition above about 50%
Target sequence (Q1HVG2 whole entry, looked up): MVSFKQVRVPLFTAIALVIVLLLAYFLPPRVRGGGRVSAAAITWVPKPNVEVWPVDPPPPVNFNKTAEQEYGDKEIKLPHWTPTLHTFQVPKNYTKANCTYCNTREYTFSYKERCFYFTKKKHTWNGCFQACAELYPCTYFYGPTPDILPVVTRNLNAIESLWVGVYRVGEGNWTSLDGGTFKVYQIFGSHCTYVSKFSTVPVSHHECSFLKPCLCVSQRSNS
Rad51 HR inh: human RAD51 strand exchange inhibitors, primary screen, biochemical, fluorescence; DNA repair protein RAD51 homolog 1 (Homo sapiens), Q06609; hRad51 DNA strand exchange, fluorescence dequenching; inhibition, % at 10 µM; 0.085% of 200,000 active; AID 1385, 2008;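 active = inhibition above 40% at the single screening dose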;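 note: 0% = DMSO control wells and 100% = blanks with heterologous ssDNA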
Target sequence (Q06609 whole entry, looked up): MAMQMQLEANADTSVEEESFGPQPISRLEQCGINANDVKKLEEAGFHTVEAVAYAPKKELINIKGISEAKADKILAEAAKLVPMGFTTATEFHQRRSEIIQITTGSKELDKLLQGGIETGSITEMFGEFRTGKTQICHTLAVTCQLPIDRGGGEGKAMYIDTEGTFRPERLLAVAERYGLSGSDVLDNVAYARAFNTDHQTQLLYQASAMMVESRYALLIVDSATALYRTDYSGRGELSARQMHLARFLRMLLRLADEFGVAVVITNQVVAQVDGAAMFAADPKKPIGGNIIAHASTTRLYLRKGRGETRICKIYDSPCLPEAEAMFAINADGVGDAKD
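Assay system: Human Rad51 nucleoprotein filaments preassembled on unlabelled ssDNA | Reagent: Donor/quencher-labelled 47-bp dsDNA substrate | Doses: One concentration, 10 µM final | Times: 37 °C 15-min filament assembly, 30-min compound preincubation, 15-min exchange | Technique: Fluorescein emission 520 nm, excitation 485 nm | Benchmarks: Plate control and blank wells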
Mdm2 ligase inh: MDM2-luciferase reporter signal enhancers, primary screen, MDM2 E3 ligase inhibitor project, cell-based, luminescence, 1536-well. signal enhancement, % at 5 µM. cell-based MDM2 ubiquitination luciferase reporter, 2 h; 0 = plate control, 100 = twice control, blank-subtracted. 0.11% of 210,000 active. E3 ubiquitin-protein ligase Mdm2 (Homo sapiens), Q00987;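 active = signal enhancement of 30% or more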;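 note: luminescence tracks abundance of the self-degrading MDM2-luciferase fusion protein; higher signal means inhibition of MDM2 E3 ligase activity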
Target sequence (Q00987 whole entry, looked up, the tested form may be a part): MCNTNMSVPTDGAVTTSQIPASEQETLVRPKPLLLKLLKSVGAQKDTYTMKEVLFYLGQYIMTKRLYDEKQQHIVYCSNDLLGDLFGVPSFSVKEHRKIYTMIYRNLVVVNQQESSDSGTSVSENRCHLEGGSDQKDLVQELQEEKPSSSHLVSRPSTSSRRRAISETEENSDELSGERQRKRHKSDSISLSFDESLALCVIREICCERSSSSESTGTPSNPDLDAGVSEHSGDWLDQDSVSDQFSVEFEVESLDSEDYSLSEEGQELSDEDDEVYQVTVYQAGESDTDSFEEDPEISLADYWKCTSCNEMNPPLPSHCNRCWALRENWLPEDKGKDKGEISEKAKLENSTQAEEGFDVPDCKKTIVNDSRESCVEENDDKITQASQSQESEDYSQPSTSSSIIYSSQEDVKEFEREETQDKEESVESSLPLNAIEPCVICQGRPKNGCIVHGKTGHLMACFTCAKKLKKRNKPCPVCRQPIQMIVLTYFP
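Test system: mammalian cells stably expressing self-ubiquitinating, self-degrading MDM2 E3–luciferase fusion; Amount: 2000 cells in each well; Medium: DMEM; Schedule: 4 h settle plus 2 h compound, 37 °C; Technique: SteadyLite luciferase luminescence after 15 min room-temperature reagent incubation; Benchmarks: plate control and blank wells.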
L929 necroptosis: inhibitors of zVAD-triggered necroptosis, primary screen, L929 cells; 0.38% of 220,000 active; L929 zVAD necroptosis rescue, ATP luminescence, 24 h; with zVAD 60 µM; viability rescue, % at 10 µM;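 active = activation, scaled between plate controls, above about 75%, limit read from the data; inactive = activation under that limit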;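 note: 0% = zVAD with DMSO and 100% = DMSO alone without zVAD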
TNF necrop inh: inhibitors of TNF-alpha triggered necroptosis, primary screen, cell-based, Jurkat FADD-/-, single concentration; activation (protection from cell death), % at 10 µM; Jurkat FADD-/- TNF necroptosis rescue, ATP luminescence, 24 h; 0 = TNF only, 100 = no-TNF cells; AID 463075, 2010; 0.068% of 220,000 active;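 active = activation, meaning protection from cell death, of at least 50% relative to plate controls; inactive = activation below 50%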;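 note: necroptosis triggered by 40 ng/mL TNF-alpha added together with compound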
m-calpain inh: inhibitors of pig calpain II, primary screen, biochemical, fluorogenic peptide substrate, 1536-well; purified calpain II, 30 min; inhibition, % at 16 µM; 0.37% of 220,000 active; AID 1236, 2008;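 active = inhibition above about 50%, limit read from the data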
PERK inhibitor: block of dimerizer-induced PERK translation repression, primary screen, PERK inhibitor project, CHO PERK-DD cells, SEAP luminescence, HTS | Eukaryotic translation initiation factor 2-alpha kinase 3 (Homo sapiens), Q9NZJ5 | CHO PERK-DD fusion, SEAP luminescence translation reporter | inhibition, % at 5.6 µM | 0.17% of 220,000 active | AID 1416, 2008;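 active = inhibition above the mean inhibition of all tested compounds plus 3 SD, set separately per screening campaign, cut at about 2.9% in these data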;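 note: PERK kinase domain activated by AP20187 dimerizer at 100 nM; 0% = DMSO with dimerizer and 100% = rapamycin at 8.4 µM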
Cl transport mod: KCC2 cotransporter modulators, thallium flux, primary screen, cell-based, HEK293 KCC2, FluoZin-2 fluorescence, MLSMR; KCC2 cells, thallium flux FluoZin-2 fluorescence; B-score of Tl+ flux slope (higher = more flux/activation; lower = inhibition) at 10 µM; 2.2% of 190,000 active; AID 1456, 2008;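 active = thallium flux slope and its plate-corrected score both differing from the plate sample mean at a set confidence after two filtering rounds, in either direction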;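 note: slope of fluorescence scaled to starting intensity during 10 to 20 s after thallium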
Active calls of the source: *; . = not tested or not shown; [ ] = dose if it differs, or a comment.

SMILES	eIF4E-4G inh	EBV gp42 inh	Rad51 HR inh	Mdm2 ligase inh	L929 necroptosis	TNF necrop inh	m-calpain inh	PERK inhibitor	Cl transport mod
COc1ccc(C(=O)O)cc1S(=O)(=O)Nc1cccc(C(F)(F)F)c1	0	-9	-5	9	2.3	-1.3	15	1.3	2.8
COc1ccc(-c2noc(C(=O)NCc3ccccc3Cl)n2)cc1OC	0	-4	-1	-3	-0.2	0.4	-13	0.1	0.65
Cc1ccc(C(=O)NCc2nnc(SCC(=O)NC(C)c3ccccc3)n2C)cc1 (stereo unspecified)	3	-9	1	5	2.4	0.0	25	0.0	0.2
COc1ccc2c(Cl)c(C(=O)NCc3ccco3)sc2c1	-3	-15	4	1	0.7	0.2	-7	-0.2	-0.42
CCOc1cccc(C(=O)Nc2cc(-c3nn4c(C)nnc4s3)ccc2C)c1	0	-8	1	-12	1.1	6.4	17	-1.5	0.0087
CCc1ccccc1NC(=O)CSc1nnc(Cn2nnc3ccccc32)n1C	-2[fluorescence artefact?]	-28	-4	9	0.5	-1.1	-16	-1.4	-0.67
Cc1ccccc1NC(=S)N(Cc1ccccn1)Cc1ccccc1Cl	2	1	3	1	0.3	-1.9	1	-0.5	-0.087
OCC(O)C1OC(Nc2ccc(Cl)cc2)C(O)C1O (stereo unspecified)	1	-7	-2	-12	0.7	5.2	-5	0.4	-0.05
CCCCN1C(=O)Cc2c1nc(N)c1c(N)nc(N(CCC)CCC)c(C#N)c21	5	-14	.	-5	4.0	1.8	-78	0.7	.
C=CCc1c(C)nn(CC(=O)O)c1-c1ccccc1	2[fluorescence artefact?]	-16	15	-11	3.0	1.5	-8	0.4	-0.16
C=CCn1c(C(C)(C)C)nc2ccccc21	0	0	-11	-9	-0.4	-1.0	-29	-0.8	0.62
CN(C(=O)c1cc2c(s1)-c1ccccc1S(=O)(=O)C2)c1ccccc1	1	-25	-17	-12	0.5	1.6	15	-2.4	0.74
Cc1cc(-c2csc(NC(=O)c3ccccc3C(F)(F)F)n2)c(C)n1Cc1ccccc1	0	-13	-19	-9	4.3	-1.9	11	-0.7	-0.046
c1coc(-c2nnc(NC3=NCCC3)o2)c1	1	0	-4	-15	0.0	-1.8	-1	1.1	-0.6
O=C1NC2(CCc3ccccc32)C(=O)N1CCOc1ccc(Cl)cc1 (stereo unspecified)	0[fluorescence artefact?]	-14	9	-26	0.4	1.3	-15	-0.6	-1.5
Cn1c(C2=C(O)CN(c3ccccc3)C2=N)nc2ccccc21	-1	-6	2	-20	-1.1	1.0	-24	2.1	1.2
COc1cc(/C=C/C(=O)Nc2nc3ccc(S(=O)(=O)NC(C)C)cc3s2)cc(OC)c1OC	4	-3	18	7	0.2	0.5	-67	-1.0	0.41
O=C(COC(=O)CNS(=O)(=O)c1ccccc1)NC12CC3CC(CC(C3)C1)C2	1	-4	-9	-10	-0.7	0.3	24	0.2	0.0088
O=C(NC1CCCc2c1cnn2-c1ccc(F)cc1F)c1ccccn1 (stereo unspecified)	-2	-9	-5	19	2.6	3.1	2	0.2	-0.22
Cc1ccccc1C(=O)NNC(=O)Nc1ccccc1	0	-10	8	-7	2.6	0.9	-7	1.4	-0.36
CC(=O)Nc1cccc(-c2nnc(-c3ccccc3)o2)c1	14	-2	-6	-8	-0.3	-2.3	18	-0.3	-0.4
CC(=O)c1ccc(NC(=O)N2CCCC(C(=O)c3ccc4c(c3)OCO4)C2)cc1 (stereo unspecified)	-1	-2	.	-13	1.1	1.4	12	0.4	.
CCOC(=O)c1c(NC(=O)CSc2nc(C)cc(C)c2C#N)sc(C(C)=O)c1C	-4	-24	.	-7	0.7	-14	1	0.0	-0.35
Cn1ncc(N=Cc2ccccc2)c1C(N)=O	0	-10	-8	-6	1.3	0.7	-10	1.5	.
COc1ccc(NC(=O)COC(=O)c2ccc(Cl)c(S(N)(=O)=O)c2)c([N+](=O)[O-])c1	3	-26	.	-15	0.1	-0.2	16	2.9	0.23

Three entries from above, arranged by number of heavy atoms, low to high:
SMILES	eIF4E-4G inh	EBV gp42 inh	Rad51 HR inh	Mdm2 ligase inh	L929 necroptosis	TNF necrop inh	m-calpain inh	PERK inhibitor	Cl transport mod
C=CCn1c(C(C)(C)C)nc2ccccc21	0	0	-11	-9	-0.4	-1.0	-29	-0.8	0.62
Cn1c(C2=C(O)CN(c3ccccc3)C2=N)nc2ccccc21	-1	-6	2	-20	-1.1	1.0	-24	2.1	1.2
COc1cc(/C=C/C(=O)Nc2nc3ccc(S(=O)(=O)NC(C)C)cc3s2)cc(OC)c1OC	4	-3	18	7	0.2	0.5	-67	-1.0	0.41

(continued)
SMILES	eIF4E-4G inh	EBV gp42 inh	Rad51 HR inh	Mdm2 ligase inh	L929 necroptosis	TNF necrop inh	m-calpain inh	PERK inhibitor	Cl transport mod
CCO[C@H]1OC(C(=O)NCc2ccccc2)=C[C@@H](c2ccccc2)[C@@H]1CCCO	-1	-6	3	.	1.1	-1.1	-10	0.6	0.41
O=C(O)C1CC=C(Cl)CC1C(=O)NCc1ccccc1 (stereo unspecified)	1	-7	1	0	0.1	-0.2	16	1.1	.
O=C(NCc1ccccn1)C1CCC(=O)N1C1CCCCC1 (stereo unspecified)	4	6	-6	-17	0.6	-0.1	3	0.7	0.37
Cc1cc(/C=N/NC(=O)CC#N)c(C)n1-c1ccc([N+](=O)[O-])cc1	-3	7	7	7	1.5	-2.8	-27	1.1	-0.045
Cc1c(C(=O)NCCSCc2c(Cl)cccc2Cl)cccc1[N+](=O)[O-]	2[fluorescence artefact?]	1	-7	-18	-0.1	-2.2	20	-0.5	1.2
COc1ccc(C(CC(=O)Nc2nccs2)n2cccc2)cc1 (stereo unspecified)	-1	13	-2	-9	3.3	4.1	-34	-1.2	.
Cc1cccc(NC(=O)NNC(=O)c2cc3ccccc3cc2O)c1C	-1	-18	7	-7	1.0	-0.5	-20	1.2	-1.8
CSc1nc2c(c(-c3ccccc3)c1C#N)CCC2	.	.	-6	.	-0.3	-1.7	.	-0.4	-1.1
CCCCc1ccc(N=N/C(C(=O)Nc2cc(OC)c(NC(C)=O)cc2OC)=C(/C)O)cc1	0	-9	.	2	0.5	1.2	-26	1.2	-0.13
O=c1[nH]cnc2[nH]ncc12	-1	-1	-7	.	-1.1	0.8	22	1.0	0.054
O=C(Oc1cc(=O)oc2c1c(=O)n1c3c(cccc23)CC1)c1ccccc1	3	-7	10	-11	0.4	-2.6	-16	1.6	-1.3
Cc1cccc(Cc2nnc(CCC(=O)NCc3cnc4ccccn34)o2)c1	5	-1	.	9	-0.4	0.2	7	0.6	0.24
Cn1c(C(=O)Nc2ccc3c(c2)OCCO3)cc2c(=O)n(C)c3ccccc3c21	0	-17	1	-12	2.0	-6.2	-105	-0.8	.
CCc1nnc(NC(=O)C2Cc3ccccc3CN2S(=O)(=O)c2c(C)c(C)cc(C)c2C)s1 (stereo unspecified)	-11	-8	-3	-7	0.4	-1.2	-9	-1.2	0.0076
Cc1ccc2[nH]c(=O)c(CN(CCCN(C)C)C(=O)Nc3cccc(Cl)c3)cc2c1	-2	-12	9	-5	-0.7	-6.1	-19	-2.5	0.39
COc1cccc(OC)c1C(=O)Nc1nc2ccc(S(C)(=O)=O)cc2s1	10	-22	7	-95	5.8	-0.2	-20	0.0	0.65
CC(=O)c1sc(NC(=O)c2c(F)cccc2F)nc1C	-4	5	.	-13	0.6	1.7	1	-0.5	-0.35
O=C1C=C(NCC2CCCO2)CC(c2ccccc2)C1 (stereo unspecified)	-13	-21	-2	-8	0.3	-0.2	-1	1.3	.
COc1cccc(-c2nnc(SCCOc3ccc4c(C)cc(=O)oc4c3)o2)c1	-10	4	1	-1	-0.1	-0.3	-62	-0.2	1.1
Cc1cccc(C(=O)OCC(=O)NCc2cccs2)c1	-1	-5	3	-3	1.4	0.5	3	2.2	0.63
O=C(OCC(=O)N1N=C(c2ccc(Cl)cc2)CC1c1ccco1)c1ccccc1O (stereo unspecified)	-16	-14	2	-4	-0.5	-3.9	-255	0.1	.
O=C(CSc1nnc2ccccn12)c1ccc(OC(F)F)cc1OC(F)F	-7	-25	-4	-15	0.4	-0.8	-58	1.1	-2.7
CN(NS(C)(=O)=O)c1c(C#N)c(C(F)(F)F)nn1C	1	-21	-11	-16	1.2	1.1	-26	0.6	0.089
C/C=N/NC(=O)c1cc(Br)ccc1O	4	5	-8	-19	0.3	0.3	-30	0.8	0.14
O=C(c1cc([N+](=O)[O-])ccc1N1CCCC1)N1CCCCC1	-2	-3	0	-88	-0.7	1.2	14	0.3	0.89

(next part)
SMILES	eIF4E-4G inh	EBV gp42 inh	Rad51 HR inh	Mdm2 ligase inh	L929 necroptosis	TNF necrop inh	m-calpain inh	PERK inhibitor	Cl transport mod
C(=N\Nc1nc(-c2ccccc2)cs1)/c1ccncc1	2	2	-4	-2	1.9	1.3	38	-0.8	.
NC(=O)C1(N2CCCCC2)CCN(Cc2nc(-c3cccs3)no2)CC1	-5	8	2	4	1.2	2.2	-2	-1.7	0.65
CC(/C=C/c1ccccc1)=N\Nc1nc(C)cc(C)n1	1[fluorescence artefact?]	2	.	-8	.	1.6	42	-0.8	1.3
CCN1C(=O)c2ccc(-c3nc4ccccc4c(=O)o3)cc2C1=O	3	-6	.	-8	0.2	-1.6	-17	0.9	-1.9
Cn1c(=O)n(Cc2ccccc2)c(=O)c2c1nc(NCC1CCCO1)n2Cc1ccccc1 (stereo unspecified)	-1	-18	-2	5	0.6	0.5	-7	-1.3	-0.49
COc1cc(/C=N/NC(=O)C(=O)/C=C2\NC3(CCCC3)Cc3ccccc32)ccc1O	8	-9	-4	-12	2.2	0.1	9	-0.8	-0.0072
COc1ccc(NC(=O)Nc2c(SC)nsc2SC)cc1	1	-14	-11	-15	0.5	1.3	39	0.8	0.042
CCNC(=O)CCCOc1ccc(Cl)cc1Cl	0[fluorescence artefact?]	-13	-6	-12	-0.1	-0.3	7	1.2	-0.041
CCOC(=O)c1cc2c(c(CSc3nc4ccccc4c(=O)n3Cc3ccco3)c1)OCOC2	-39[fluorescence artefact?]	-26	.	-12	-0.2	0.3	-57	0.7	.
CN(c1ccc(OCC(=O)OCC(=O)Nc2ccc(F)cc2)cc1)S(=O)(=O)c1ccc(Cl)cc1	3[fluorescence artefact?]	4	-11	-11	0.7	1.9	-1	0.2	0.032
Cc1nc(SCC(=O)Nc2ccc(F)cc2)c2oc3ccccc3c2n1	2[fluorescence artefact?]	-9	0	-10	0.0	-3.1	-15	0.5	0.22
CN(Cc1nc(-c2cccnc2)no1)S(=O)(=O)c1ccccc1	-3	0	.	-3	-0.3	-1.7	21	-0.1	-0.91
